# GSH fluor – compound fluoresces at 488/530 nm on GSH beads | hit rate 0.25% among 190,000 | fluorescence (KMESF) at 10 µM | GSH beads flow cytometry, compound fluorescence 488/530 nm; stronger effect = higher value | AID 1776; in the data active = fluorescence above about 89;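 also: glutathione beads carrying GST-tagged Bcl family fusion proteins plus one bare bead set; values are compound well signal with DMSO vehicle wells as background; inactives centre near 16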
# Mcl-1 Bim block – disrupts Bim peptide binding to human Mcl-1 | Q07820 | Bead-based flow cytometry, Bim peptide-Mcl-1 binding | inhibition, % at 10 µM | hit rate 0.1% among 190,000 | AID 1009; in the data active = inhibition above about 40%;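 also: 0% = no compound tracer wells and 100% = peptide blocker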
# ABCB1 block – blocks JC-1 efflux by human ABCB1 transporter; P08183; CCRF-Adr cells, flow cytometry; inhibition, % at 6.6 µM; hit rate 0.067% among 190,000; in the data active = inhibition above about 40%;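 also: 0% = vehicle and 100% = reference inhibitor; higher value means more JC-1 retained so stronger ABCB1 efflux block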
# RGS4-Gao reg – modulates binding of RGS4 to human Galphao | P09471 | Multiplexed bead flow cytometry; actives lie on both sides | binding response (% of control), % at 10 µM | hit rate 0.33% among 220,000; in the data active = binding response below about 49% or above about 150%; inactive = in between;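 also: fluorescent Galphao activated with aluminum fluoride binding bead-coupled RGS4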
# Target sequence (P09471 whole entry, looked up): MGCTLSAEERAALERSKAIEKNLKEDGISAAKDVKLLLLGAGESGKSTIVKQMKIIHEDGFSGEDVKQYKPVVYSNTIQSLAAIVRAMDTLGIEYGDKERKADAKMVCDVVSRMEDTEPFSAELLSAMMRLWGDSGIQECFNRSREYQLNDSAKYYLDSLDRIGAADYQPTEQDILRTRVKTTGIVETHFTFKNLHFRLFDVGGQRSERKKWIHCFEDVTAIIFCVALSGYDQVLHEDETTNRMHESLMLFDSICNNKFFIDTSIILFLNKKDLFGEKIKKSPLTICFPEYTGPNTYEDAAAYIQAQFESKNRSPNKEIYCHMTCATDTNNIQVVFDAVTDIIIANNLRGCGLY
# Pf gametocyte – P. falciparum stage V gametocyte viability inhibition. P. falciparum stage V gametocytes, ATP luminescence, 24 h. inhibition, % at 10.9 µM. hit rate 0.065% among 150,000. AID 743093;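 active = inhibition above the mean plus 3 SD of compounds within the control limits, set per campaign, cut at about 38% in these data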;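 also: 0% = DMSO wells and 100% = medium only without gametocytes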
# RGS8-Gao – human RGS8-Galphao interaction regulation | P09471 | multiplexed bead flow cytometry, RGS8-Galphao binding; actives lie on both sides | response (percent of control binding), % at 10 µM | hit rate 0.34% among 220,000; in the data active = response below about 60% or above about 140%; inactive = in between;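 also: Galphao activated as the GDP aluminium fluoride complex binding bead-coupled RGS8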
# ABCG2 inh – human ABCG2 inhibition, ABCB1 as counter-screen; Q9UNQ0; IgMXP3 cells, JC-1 efflux, flow cytometry; inhibition, % at 6.6 µM; hit rate 0.1% among 190,000;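 active = inhibition above 80%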;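 also: 0% = DMSO and 100% = nicardipine control wells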
# Target sequence (Q9UNQ0 whole entry, looked up): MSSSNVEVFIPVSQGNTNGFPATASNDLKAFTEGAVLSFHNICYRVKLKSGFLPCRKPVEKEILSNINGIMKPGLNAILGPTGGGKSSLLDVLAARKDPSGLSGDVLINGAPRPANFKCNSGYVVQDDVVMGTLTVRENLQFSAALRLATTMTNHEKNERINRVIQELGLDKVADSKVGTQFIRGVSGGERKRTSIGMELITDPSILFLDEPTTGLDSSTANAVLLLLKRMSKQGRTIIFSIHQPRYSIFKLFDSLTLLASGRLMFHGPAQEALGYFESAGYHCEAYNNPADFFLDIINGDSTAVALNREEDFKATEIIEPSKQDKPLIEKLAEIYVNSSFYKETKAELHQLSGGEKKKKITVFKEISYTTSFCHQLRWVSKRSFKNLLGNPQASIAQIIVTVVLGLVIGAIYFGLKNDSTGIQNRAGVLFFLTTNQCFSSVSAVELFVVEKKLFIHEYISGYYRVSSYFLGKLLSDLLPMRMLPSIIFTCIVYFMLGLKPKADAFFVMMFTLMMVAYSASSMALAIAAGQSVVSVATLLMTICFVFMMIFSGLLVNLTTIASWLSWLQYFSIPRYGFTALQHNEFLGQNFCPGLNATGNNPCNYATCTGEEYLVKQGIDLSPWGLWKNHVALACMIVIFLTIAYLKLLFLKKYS
#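 test system = two drug-resistant human cell lines, ABCG2 and ABCB1 | amount = 3 million cells/mL final, two lines in 1:1 ratio | reagent = JC-1 transporter substrate | doses = one concentration, 6.6 µM final | incubation = 10 min at 25 °C | signal = flow cytometric JC-1 green MFI at 530 nm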
# Mcl1-Bid inh – disrupts binding of human Mcl-1 to Bid peptide. inhibition, % at 21.7 µM. hit rate 0.97% among 220,000. TR-FRET Mcl-1/Bid-Dy647 peptide binding, 1536-well. Q07820. AID 1021;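 active = compounds that cut the binding signal by more than half at the single screening dose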;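 also: His-tagged Mcl-1 with europium anti-His antibody binding Bid BH3 peptide; 0% = Mcl-1 plus peptide wells and 100% = peptide-only wells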
# Mcl1-Noxa inh – Mcl-1/Noxa interaction inhibition. TR-FRET Mcl-1/Noxa peptide binding, 2 h. hit rate 1.5% among 220,000. AID 1022. inhibition, % at 21.7 µM;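 active = compounds that cut the protein-peptide binding signal by more than 50% relative to plate controls in a single-dose test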;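 also: His-tagged Mcl-1 with rhodamine Noxa BH3 peptide and terbium anti-His antibody; 0% = Mcl-1 plus Noxa peptide wells and 100% = peptide-only wells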
# RGS7-Gao – modulates binding of RGS7 to human Galphao; P09471; AID 1439; hit rate 0.35% among 220,000; Multiplexed bead flow cytometry; actives lie on both sides; binding response (% of control), % at 10 µM; in the data active = binding response below about 49% or above about 150%; inconclusive = no clear call, values can overlap the other calls; inactive = in between;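 also: fluorescent Galphao held in activated GDP-AlF4 state binding bead-coupled RGS7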
# Avidin bead fluor – avidin bead compound fluorescence profile. fluorescence (KMESF) at 10 µM. hit rate 0.38% among 220,000. AID 1775. Avidin beads, compound fluorescence 488/530 nm, flow cytometry; stronger effect = higher value; in the data active = fluorescence above about 47; also: inactives centre near 10
# Active calls of the source: *; ? = inconclusive; . = not tested or not shown. Some of the compounds tested; rates above refer to the full screens.
SMILES	Mcl-1 Bim block	Avidin bead fluor	RGS4-Gao reg	Mcl1-Bid inh	RGS8-Gao	Mcl1-Noxa inh	ABCB1 block	ABCG2 inh	GSH fluor	RGS7-Gao	Pf gametocyte
Cc1ccc(NC(=S)NCCc2cnc[nH]2)cc1C	-5.0	8	103.7	-45.2	102.1	13.1	0.8	2.6	18	?	-18.7
O=C(COC(=O)Cc1ccccc1)Nc1ccc(SC(F)F)cc1	-13.0	11	107.5	-4.0	102.1	-8.4	0.0	1.5	19	103.9	9.0
Cc1cccc(NC(=O)N2CCCC2)c1	0.0	9	100.0	-66.5	102.3	12.4	0.2	4.8	17	?	6.1
N#Cc1c(/N=C/c2ccc(O)cc2O)sc2c1C1CCN2CC1	-1.0	5	102.2	-49.2	103.3	25.9	0.5	3.4	8	103.2	-31.1
Cc1nc2ccc(Cl)cn2c1P(=S)(N1CCOCC1)N1CCOCC1	-3.0	23	99.2	-23.1	102.1	3.7	0.9	1.8	13	105.6	.
COc1cc(N2CCOCC2)ccc1/C=C1\C(=O)NC(=O)N(Cc2cccs2)C1=O	-5.0	10	97.3	-42.3	94.5	5.3	-1.0	-2.5	15	93.4	-18.7
CC1COC2N=C(N[N+](=O)[O-])NC2O1 (stereo unspecified)	-4.0	12	100.6	1.6	100.2	28.0	0.2	-0.7	13	100.3	-9.8
Cc1nc2cc(-c3ccccc3)nn2c(C)c1CCC(=O)N1CCC2(CC1)OCCO2	-1.0	17	99.6	-24.9	100.4	4.6	0.5	2.1	22	100.2	.
CCOC(=O)C(O)(c1ccc(NC(=O)NC2CCCCC2)cc1)C(F)(F)F (stereo unspecified)	-3.0	15	103.1	-14.0	101.4	-12.8	0.4	27.1	33	103.2	17.2
O=c1[nH]c(=O)n(-c2ccc(Br)cc2)c(O)c1C=NCCN1CCCCC1	.	8	99.0	-13.9	99.5	5.4	.	.	.	?	23.4
COc1cccc(C2(O)CCSCC2CN(C)C)c1 (stereo unspecified)	-3.0	15	107.6	-18.4	112.2	6.3	0.3	1.5	11	107.7	-16.4
CC[N+](CC)(CC#CCO)CC#Cc1ccccc1	2.0	10	107.1	-28.5	103.4	9.9	0.5	4.6	27	104.1	0.3
C=CCN1C(=O)NC(=O)/C(=C/C=C/c2ccccc2)C1=O	2.0	8	99.3	-33.2	97.0	49.9	-0.9	-2.5	19	95.6	-18.9
N#CC[N+]1(CCCNP2(=O)C=C(c3ccccc3)OC(c3ccccc3)=C2)CCOCC1	-1.0	8	96.3	-1.9	99.7	15.5	0.5	0.7	17	95.2	8.8
COc1cccc(CN2CCN(C(=O)COc3ccc4ccccc4c3)CC2)c1	-1.0	13	99.3	-3.9	101.2	24.1	0.5	2.5	9	97.9	-4.1
O=[N+]([O-])c1cc(F)c(N2CCCC2)cc1Br	-7.0	9	95.6	-34.2	99.0	15.2	0.5	3.5	23	94.2	6.1
Cc1cccc(-n2c(O)c(/C=C3/C(c4ccccc4)=Nc4ccccc43)c(=O)[nH]c2=O)c1	.	7	99.4	-133.8	96.5	15.4	.	.	.	?	12.0
CC(C)OP(=O)(OC(C)C)C(O)c1cccnc1 (stereo unspecified)	-3.0	6	95.4	-11.7	99.4	0.9	0.0	0.0	11	98.5	7.3
CC(C)c1oc(=O)cc2c1[C@@H](O)[C@H]1OC(=O)[C@@]3(C)CC[C@@H](O)[C@@]2(C)C13 (stereo partly specified)	0.0	10	99.2	5.3	101.8	7.5	0.1	1.6	18	100.1	14.0
CC(=O)OC1(c2ccccc2)CCN(C)C(C)C1C (stereo unspecified)	-4.0	4	94.6	0.8	96.4	20.4	0.3	-0.1	15	97.3	.
C[C@]12CC[C@@H](O)C[C@@H]1CC[C@@H]1[C@@H]2CC[C@]2(C)[C@@H](O)CC[C@@H]12	-2.0	7	104.3	2.6	99.9	10.5	1.0	5.6	21	101.8	.
COc1ccccc1N1CCN(Cc2ccc(Br)s2)CC1	0.0	16	101.3	31.4	101.5	20.8	1.4	4.2	45	99.6	-10.6
Cc1cc(C=O)c(C)n1C(C)C	-1.0	8	104.1	-17.1	98.4	9.5	0.8	7.6	66	104.0	1.8
CN(C)CCN=Cc1c(O)n(Cc2ccc3c(c2)OCO3)c(=S)[nH]c1=O	.	5	107.0	-102.1	102.2	13.3	.	.	.	?	10.8
O=C(NCCN1CCCCC1)c1ccc(Cl)nc1Cl	0.0	8	96.7	-32.7	97.0	7.5	1.1	8.1	17	95.5	5.6
CCCS(=O)(=O)N1CCC(C(=O)N2CCC3(CC2)OCCO3)CC1	1.0	35	98.8	0.8	100.8	-0.3	-1.2	-8.8	26	99.9	.
N#CCCn1cc(C(=O)NCc2ccccc2)c(-c2ccc3c(c2)OCCO3)n1	-2.0	10	106.2	-24.0	101.9	-2.1	0.7	13.8	11	108.8	1.3
COc1ccc(-c2cc(=Nc3cccc(C(=O)O)c3)c3cc(C)ccc3o2)cc1	0.0	6	96.3	-6.5	99.4	29.4	-0.3	3.5	20	96.0	-8.2
Cc1oc(-c2ccccc2Cl)nc1CN1C(=O)CN=C(c2ccccc2)c2ccccc21	1.0	7	112.5	4.8	106.5	4.4	7.1	9.7	15	109.5	.
COCc1c(CN)cnc(C)c1N	0.0	8	106.4	34.8	107.8	29.3	0.2	0.5	15	109.8	.
CC1(C)CC(=O)C2=C(C1)NC(=O)C21C(C(=O)OC(C)(C)C)=C(N)Oc2ccc(Br)cc21 (stereo unspecified)	2.0	33	99.3	-39.8	100.9	10.8	0.9	1.5	8	113.1	.
CCCCCCCCCCCCn1ccc(=N)cc1	.	8	100.2	-8.4	98.7	2.4	.	.	.	?	-11.5
Clc1ccc(CNC2CN3CCC2CC3)cc1 (stereo unspecified)	-2.0	4	99.2	6.3	98.5	21.6	0.2	-0.4	10	99.0	-2.7
O=P(N1CCCCC1)(N1CCCCC1)C(Cl)(Cl)Cl	-2.0	28	98.3	-5.8	100.6	1.2	0.1	0.4	17	101.5	12.8
O=C(NC(=O)N1CCC2(CC1)OCCO2)c1ccc(Cl)cc1	1.0	4	100.4	-5.9	99.8	-21.9	-0.6	-0.5	22	96.0	11.6
CCC(=NCc1ccco1)c1c(O)n(C)c(=O)n(C)c1=O	.	5	94.8	-28.3	98.5	-9.0	.	.	.	?	-11.0
Cc1cccc(CN2CCN(Cc3ccc(Cl)cc3)CC2)c1	-4.0	14	103.5	-33.0	102.1	-5.0	0.3	1.8	28	102.1	-21.8
CCC(=NCCCN1CCOCC1)c1c(O)n(Cc2ccccc2)c(=O)[nH]c1=O	-4.0	6	96.1	-17.3	98.0	29.4	1.0	3.7	27	99.8	.
CCOc1ccccc1-n1c(O)c(C=Nc2c(C)n(C)n(-c3ccccc3)c2=O)c(=O)[nH]c1=O	7.0	8	103.3	-29.9	103.3	6.5	-0.2	0.3	28	98.9	.
CC(Cc1ccccc1Sc1ccccc1)N(C)C (stereo unspecified)	3.0	5	98.0	-15.6	97.8	19.9	0.6	3.2	8	98.3	-14.0
CC(C)(CN)CC(=O)O	.	8	91.0	-13.2	96.4	-2.1	.	.	.	?	-4.7
COC(=O)C1C(O)C(C)C(O)C(C)/C=C\C=C(/C)C(=O)Nc2c(C)c(OC(C)=O)c3c(c2O)C(=O)C(C)=C2OCOC(=C23)/C(C)=C/C(C)(O)C(O)C(C)C1O (stereo unspecified)	.	6	107.4	-34.2	103.9	-5.4	.	.	.	?	.
CC(=NCc1ccc2c(c1)OCO2)c1c(O)n(-c2ccc(C)cc2)c(=O)[nH]c1=O	.	8	98.6	-5.5	99.2	13.2	.	.	.	?	14.2
C[N+](C)(C)CC(=O)Nc1ccc(Cl)cc1C(=O)c1ccccc1	-2.0	10	104.6	-7.0	99.8	10.5	0.9	2.2	16	100.7	-29.3
CCCCC(=O)N/N=C/c1c(O)n(CC)c(=S)n(CC)c1=O	-3.0	13	98.2	-100.1	97.4	-57.0	-0.3	4.5	19	101.0	20.3
CC(=O)Nc1cc(C(=O)N2CCC3(CC2)OCCO3)ccc1Sc1ccc(C)cc1	-2.0	38	99.0	9.9	96.8	3.1	0.5	2.0	13	98.8	.
CN(C)CCCNCC(=O)Nc1ccc(Cl)cc1C(=O)c1ccccc1	-2.0	21	110.3	35.1	121.7	34.8	-0.6	0.7	8	109.0	-3.5
Cc1cc(S(=O)(=O)NC(C)C)ccc1OCC(=O)N1CCN(Cc2ccc3c(c2)OCO3)CC1	-7.0	2	110.4	-0.7	101.9	-15.1	1.4	4.8	48	101.6	.
CCCCCCCn1c(=O)c(C(=O)Nc2cnccn2)c(O)c2ccccc21	.	9	96.2	-4.6	98.8	-14.5	.	.	.	?	18.5
N=c1c[n+](C2CCCCC2)[n-]o1	2.0	10	101.1	-11.1	99.4	-0.3	0.5	3.4	18	93.8	.
CCCCn1c(O)c(C=NCCCn2ccnc2)c(=O)[nH]c1=O	0.0	34	98.2	-13.7	99.8	1.0	0.5	1.7	16	99.1	.
O=C(COC(=O)Cc1ccccc1)Nc1cc(S(=O)(=O)N2CCOCC2)ccc1N1CCCC1	-3.0	15	91.9	-32.0	95.7	8.9	0.9	4.5	7	93.0	.
Cn1c(=O)c2c(nc(N/N=C/c3c(O)n(C4CCCCC4)c(=S)[nH]c3=O)n2C)n(C)c1=O	.	8	98.2	-188.2	98.4	-59.5	.	.	.	?	-2.4
N[C@@H](Cc1cc(Br)c(O)c(Br)c1)C(=O)O	-1.0	3	95.6	-15.5	104.5	35.6	-0.6	-1.3	18	100.9	.
COc1ccc(CCNC(=O)COC(=O)Cc2ccccc2)cc1	-7.0	11	101.5	78.0*	101.4	7.2	0.3	5.2	10	102.2	15.0
COC(=O)C1=Nc2ccccc2/C1=C\c1c(O)n(-c2cc(OC)ccc2OC)c(=O)[nH]c1=O	1.0	4	103.4	22.8	104.0	65.3*	-1.0	-11.5	9	101.0	-16.0

# (cont.)
SMILES	Mcl-1 Bim block	Avidin bead fluor	RGS4-Gao reg	Mcl1-Bid inh	RGS8-Gao	Mcl1-Noxa inh	ABCB1 block	ABCG2 inh	GSH fluor	RGS7-Gao	Pf gametocyte
CC1CN=C(Nc2ccccc2)S1 (stereo unspecified)	0.0	18	100.8	6.6	101.6	20.4	0.1	1.7	15	96.5	.
OC1C2CN3CN(C2)CC1(c1ccccc1)C3 (stereo unspecified)	.	6	98.5	-20.7	97.7	-10.9	.	.	.	?	9.5
CN(C)c1ccc(N=Cc2c(O)n(CCC3=CCCCC3)c(=O)[nH]c2=O)cc1	0.0	11	100.8	-14.1	101.1	-1.6	1.4	11.4	26	98.1	.
CCOc1ccc(Cc2c(O)[nH]c(=O)[nH]c2=O)cc1	-3.0	36	98.1	-14.4	99.5	7.0	0.8	2.1	13	99.4	.
